# Assay outcomes from PubChem.
# KDM5B inh = Primary screen for KDM5B Histone Demethylases FDH-coupled qHTS; Potency, µM (titrated, usually from 57.7 µM), for inactives: at the top dose activity change, negative = inhibition, hits mostly inhibitors; 220,000 compounds, 2.6% hits; KDM5B demethylase, FDH-coupled NADH fluorescence (FDH is formaldehyde dehydrogenase); Lysine-specific demethylase 5B (Homo sapiens), Q9UGL1; active = well fitted inhibition curve with a large enough effect; inconclusive = small, poorly fitted or top-dose-only effect; inactive = no such curve, though single readings can be large or run the other way; note: 0% is about no effect; nearly all actives have a fitted effect of over 70% in size
# Target sequence (Q9UGL1 whole entry, looked up): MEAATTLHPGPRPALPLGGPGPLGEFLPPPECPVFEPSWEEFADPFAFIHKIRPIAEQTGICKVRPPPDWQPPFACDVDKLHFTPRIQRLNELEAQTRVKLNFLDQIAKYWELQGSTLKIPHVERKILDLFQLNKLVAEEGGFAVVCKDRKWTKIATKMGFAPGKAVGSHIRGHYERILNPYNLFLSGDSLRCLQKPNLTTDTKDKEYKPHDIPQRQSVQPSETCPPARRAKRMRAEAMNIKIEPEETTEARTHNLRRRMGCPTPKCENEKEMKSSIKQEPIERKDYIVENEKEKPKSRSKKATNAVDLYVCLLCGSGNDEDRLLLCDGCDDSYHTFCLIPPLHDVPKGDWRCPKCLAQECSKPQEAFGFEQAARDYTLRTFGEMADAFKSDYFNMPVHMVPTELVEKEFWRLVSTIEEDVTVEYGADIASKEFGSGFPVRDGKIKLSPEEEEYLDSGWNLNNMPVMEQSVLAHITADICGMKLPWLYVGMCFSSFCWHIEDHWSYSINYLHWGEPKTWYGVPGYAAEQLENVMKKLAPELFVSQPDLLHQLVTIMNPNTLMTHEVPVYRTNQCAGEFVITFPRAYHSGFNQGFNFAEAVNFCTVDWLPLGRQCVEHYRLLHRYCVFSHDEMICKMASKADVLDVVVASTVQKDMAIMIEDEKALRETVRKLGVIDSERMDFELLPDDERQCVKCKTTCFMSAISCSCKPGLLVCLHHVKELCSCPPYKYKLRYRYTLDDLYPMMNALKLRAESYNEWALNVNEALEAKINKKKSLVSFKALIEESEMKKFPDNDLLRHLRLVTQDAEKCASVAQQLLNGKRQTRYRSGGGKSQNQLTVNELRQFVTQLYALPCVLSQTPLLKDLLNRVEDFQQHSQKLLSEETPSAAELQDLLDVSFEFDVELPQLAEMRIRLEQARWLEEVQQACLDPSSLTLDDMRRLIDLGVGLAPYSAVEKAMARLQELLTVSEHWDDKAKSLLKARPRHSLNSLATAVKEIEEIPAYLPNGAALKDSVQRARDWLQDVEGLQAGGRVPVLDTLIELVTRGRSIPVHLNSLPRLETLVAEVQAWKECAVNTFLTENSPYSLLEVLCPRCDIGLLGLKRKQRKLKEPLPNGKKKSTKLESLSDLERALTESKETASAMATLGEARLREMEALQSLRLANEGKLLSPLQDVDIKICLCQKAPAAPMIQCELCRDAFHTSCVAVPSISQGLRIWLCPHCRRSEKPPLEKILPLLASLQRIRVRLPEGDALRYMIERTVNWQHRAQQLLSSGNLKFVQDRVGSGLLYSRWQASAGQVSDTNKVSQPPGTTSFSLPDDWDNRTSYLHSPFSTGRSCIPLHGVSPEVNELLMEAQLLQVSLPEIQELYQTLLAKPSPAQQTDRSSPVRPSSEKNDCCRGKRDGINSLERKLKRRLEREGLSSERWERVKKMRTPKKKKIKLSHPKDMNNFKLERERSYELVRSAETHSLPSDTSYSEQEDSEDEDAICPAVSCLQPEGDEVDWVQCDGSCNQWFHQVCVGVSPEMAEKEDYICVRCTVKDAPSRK
#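 KDM5BΔAP (200 nM final) in 50 mM HEPES pH 7.5, 0.01% Tween-20 was preincubated 10 min at RT with compound over a concentration range. Substrate mix (H3K4me3 12.5 µM, α-KG 25 µM, Fe²⁺, ascorbate, NAD⁺, FDH) was added, and NADH fluorescence change over 30 min gave dose-response curves.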
# An asterisk follows results filed as active; i = inactive; ? = inconclusive; & = joins results of further samples; [ ] = remark or other dose. Potency is the fitted concentration of half-maximal effect. Only part of the results is shown; rates above refer to the full screens.
# The first 6 compounds, to show the layout:
SMILES,KDM5B inh
COc1ccccc1C1(CCN=Cc2ccc(N(C)C)cc2)CCOC(C)(C)C1 (stereo not given),?
Cc1cc(NC(=O)c2ccc3c(c2)N(C)C2CCCCN2C3=O)ccc1Cl (stereo not given),?
Cc1cccc(C)c1NC(=O)N(C)CC1CCOC1 (stereo not given),4.0%
CC(C)C[C@@H](NC(=O)C1=C[C@@H](NC(=O)c2ccccc2Br)[C@@H](O)[C@H](O)C1)C(N)=O,22.5%
CCc1cn[nH]c1C1CCCN(C(=O)c2cnn(-c3ccccc3OC)c2)C1 (stereo not given),-5.0%
CCCn1c(N2CCN(C(=O)c3ccc(OC)cc3)CC2)nc2sc3c(c2c1=O)CCCC3,7.9%

# The whole of this part, from the first entry:
SMILES,KDM5B inh
COc1ccccc1C1(CCN=Cc2ccc(N(C)C)cc2)CCOC(C)(C)C1 (stereo not given),?
Cc1cc(NC(=O)c2ccc3c(c2)N(C)C2CCCCN2C3=O)ccc1Cl (stereo not given),?
Cc1cccc(C)c1NC(=O)N(C)CC1CCOC1 (stereo not given),4.0%
CC(C)C[C@@H](NC(=O)C1=C[C@@H](NC(=O)c2ccccc2Br)[C@@H](O)[C@H](O)C1)C(N)=O,22.5%
CCc1cn[nH]c1C1CCCN(C(=O)c2cnn(-c3ccccc3OC)c2)C1 (stereo not given),-5.0%
CCCn1c(N2CCN(C(=O)c3ccc(OC)cc3)CC2)nc2sc3c(c2c1=O)CCCC3,7.9%
O=C(NC(=S)Nc1ccccn1)c1ccc(-c2ccccc2)cc1,38.0%[activator]
CN(CCN(C)C1CCCCC1)C(=O)c1cc2ccccc2oc1=O,-8.1%
COc1ccc(-c2nc3cc(NC(=O)COc4ccc(C)c(C)c4)ccc3o2)cc1,?
NC(=O)c1ccccc1OCc1coc(-c2ccccc2)n1,9.0%
Cc1nn(C)c(C)c1C(=O)N[C@@H]1CN(c2ncccn2)C[C@H]1CO,20µM*
CC(C)c1ccc(NC(=O)Cc2c[nH]c3ccccc23)cc1,-16.3%
COC(=O)c1ccc(C)c(NC(=O)COC(=O)c2ccc(OC)cc2)c1,-9.0%
COc1cccc(C(=O)/C(=C/c2cccnc2)c2nc3ccccc3o2)c1,?
Cc1cc(C)c(Cn2c(=O)n(Cc3ccccc3)c(=O)c3c(C)c(C)sc32)c(C)c1,11.6%
O=C(CSc1oc(-c2ccc(F)cc2)nc1S(=O)(=O)c1ccccc1)c1ccc(Cl)cc1,-8.1%
CN(C)S(=O)(=O)c1ccc2c(c1)c(=O)c(C(=O)N1CCN(c3cccc(Cl)c3)CC1)cn2C,-19.5%
COCCNC(=O)c1nc(-c2cccc(C(F)(F)F)c2)c2ccccn12,15.8µM*
O=C1NCCCCCCN(C(=O)c2ccoc2)[C@H]2C[C@H](c3nc(-c4cccnc4)no3)C[C@@H]12,-13.7%
Cc1csc2nc(COc3ccc(NC(=O)C(C)C)cc3)cc(=O)n12,-19.1%
COCCNC(=O)[C@H]1C[C@H](Oc2ccccc2)CN1C(C)=O,-19.9%
COc1ccc2c(C)c(CCC(=O)Nc3ccccc3OC)c(=O)oc2c1,?
CSc1ccc2c(c1)N(C(=O)COC(=O)c1ccc3c(c1)OCO3)c1ccccc1S2,-2.7%
Cc1noc(-c2nc(-c3ccc(Br)cc3)no2)n1,8.3%
COc1ccc(NC(=O)N2CCC(Oc3ncccc3C(=O)N(C)C)C2)c(OC)c1 (stereo not given),-7.8%
Cc1ccc(S(=O)(=O)N(CC(=O)N2CCc3ccccc3C2)Cc2ccc(Cl)cc2)cc1,2.9%
O=C(CCc1ccc2c(c1)CN(C(=O)C1CC1)CCO2)NC1CCS(=O)(=O)C1 (stereo not given),4.6%
C[C@]1(CO)[C@H]2Cc3sc(NC(=O)c4ccc(F)cc4)nc3[C@@H](CC(=O)Nc3ccccc3)[C@]2(C)CC[C@H]1O,31.6µM*
COCCCNC(=O)c1cccc(C#N)c1,15.4%
O=C(O)CCc1ccc(S(=O)(=O)NCCc2ccc(Cl)cc2)cc1,-2.1%
CC(=O)N1CCNc2cc(Nc3ccc(F)cc3)ncc2C1,-32.6%[86.2 µM]
CNc1nc(-c2cccs2)cc(C(F)(F)F)c1C#N,?
CN(C)S(=O)(=O)c1ccc(NC(=O)CN2CCN(c3ccccc3O)CC2)cc1,?
Cc1nc2sc(C#N)c(N)c2c(C)c1C,-1.8%
O=C(O)CSCC(=O)N1CCOCC1,-5.3%
O=C1Nc2ccc(-c3ccc4c(c3)OCO4)cc2C(=O)N2CC[C@H](NC(=O)N3CCOCC3)[C@@H]12,-21.3%

# KDM5B inh: what is marked active above
SMILES,KDM5B inh
Cc1nn(C)c(C)c1C(=O)N[C@@H]1CN(c2ncccn2)C[C@H]1CO,20µM*
COCCNC(=O)c1nc(-c2cccc(C(F)(F)F)c2)c2ccccn12,15.8µM*
C[C@]1(CO)[C@H]2Cc3sc(NC(=O)c4ccc(F)cc4)nc3[C@@H](CC(=O)Nc3ccccc3)[C@]2(C)CC[C@H]1O,31.6µM*

# Next records follow:
SMILES,KDM5B inh
CCOc1ccc(CN(C)C(=O)Cn2c(=O)c3c(ncn3C)n(C)c2=O)cc1,13.1%
CC(C)C(=O)N=c1sc2cccc(F)c2n1C,-12.6%
O=S1(=O)c2ccccc2N(Cc2ccccc2F)c2ccccc21,-23.7%
CCN(CC)c1ccc(-c2nnc(SCc3ncc(-c4ccccc4)o3)o2)cc1,-18.8%
CS(=O)(=O)N[C@@H]1[C@@H](NC(=O)c2cn3ccsc3n2)[C@H]2CCO[C@H]21,29.1%
O=C(Nc1ccc([C@@H](O)[C@H]2COCC(=O)N2Cc2ccc(C(F)(F)F)cc2)cc1)C1CCCC1,-3.4%
O=C(COc1ccc(Br)cc1)NN1C(=O)c2ccccc2C1=O,13.6%
O=C([C@@H]1C[C@H](F)CN1C(=O)c1cccc(C(F)(F)F)c1)N1CCCCC1,11.3%
O=C1NCCCCCN(C(=O)C2CCC2)[C@@H]2C[C@@H](C(=O)N3CCc4ccccc4C3)C[C@H]12,?
COc1ccc(-c2cc(C(F)(F)F)nc(S(=O)(=O)CCC(=O)Nc3ccccc3)n2)cc1,190.5%[activator]
Cc1ccc(C(=O)N2CCc3cc(CNC(=O)CCc4ccccc4)ccc32)cc1,?
O=C(c1ccc2c(c1)N(Cc1ccccc1F)C(=O)c1ccccc1S2=O)N1CCOCC1 (stereo not given),14.1%&-5.6%
Cc1ncsc1C1N(C2CCN(C(=O)C3CCC3)CC2)C(=O)C12CCCC2 (stereo not given),-6.4%
COc1ccc(CNC(=O)c2cc3cc(S(=O)(=O)N4CCCCC4)ccc3n2C)c(OC)c1,?
Cc1ccc2c(COC(=O)[C@H](C)NC(=O)c3ccccc3)cc(=O)oc2c1C,2.2%
CC(NS(=O)(=O)Cc1ccc(F)cc1)c1cccs1 (stereo not given),25.5%
O=C(NCc1cccc(Cl)c1)c1cc2c(s1)-c1ccccc1OC2,?
CCN1CCN(c2oc(/C=C/c3ccccc3)nc2C#N)CC1,?
O=C(NC12CC3CC(CC(C3)C1)C2)C1CCN(S(=O)(=O)Cc2ccccc2F)CC1,14.0%
Cc1cc(C)n2nc(N(Cc3ccc(C#N)cc3)S(=O)(=O)c3ccc(Cl)cc3)nc2n1,13.3%
Cc1oc(-c2ccccc2)nc1CC(=O)Nc1cccc(S(=O)(=O)N2CCCCC2)c1,-8.0%
COc1ccc(-c2c(NC(=O)c3ccccc3)oc3ccc(Cl)cc3c2=O)cc1OC,17.3%
O=C(Cn1ncc2c3ccccc3n(Cc3ccccc3)c2c1=O)NCCCN1CCCCC1,?
Cc1ccccc1CN1Cc2nc(-c3ccccc3)ccc2OCC1=O,4.8%[86.2 µM]
COc1ccccc1CC(=O)N(Cc1ccsc1)C1CC1,-7.0%
CCOC(=O)CSc1nc2c(c(=O)n(C)c(=O)n2C)n1Cc1ccc(C)cc1,15.3%
COCCCNC(=O)C1CCN(C(=O)c2cnn(-c3ccccc3)c2-n2cccc2)CC1,0.5%
CCn1c(=O)c2sccc2n2c(CCCC(=O)Nc3ccc(C)cc3)nnc12,5.4%
c1ccc(-c2nc(C34CC5CC(CC(C5)C3)C4)co2)cc1,13.8%
Cc1ccccc1CN1C[C@@H]2C[C@H]1C(=O)N(C)c1ccccc1O2,-13.4%[86.2 µM]
CC(=O)Nc1cccc(-c2csc(CN3CCCC(C)(NC(C)=O)C3)c2)c1 (stereo not given),0.1%[86.2 µM]
CCOC(=O)Cn1cc(/C=C(\C#N)C(=O)N2CCOCC2)c2ccccc21,-18.9%
CCOc1ccc(C(=O)c2cn(CC(=O)Nc3ccc(Cl)cc3)c3cc4c(cc3c2=O)OCO4)cc1,?
O=C1C(N2CCN(S(=O)(=O)Cc3ccc(Cl)cc3)CC2)CCN1Cc1cccnc1 (stereo not given),-4.8%
CCN(CC)c1ccc2cc(-c3nc(-c4ccccc4F)no3)c(=O)oc2c1,?
CCCN(CCC)c1nc(-c2ccccn2)nc2ccccc12,30.1%[activator]
O=C1CC(c2ccccc2)N(C(=O)CNS(=O)(=O)c2cccc3cccnc23)CCCCCN1 (stereo not given),26.0%
CN(C(=O)COC(=O)c1n[nH]c(=O)c2ccccc12)c1ccccc1,18.3%
COc1cc(NC(=O)CSc2nc(-c3ccccc3)no2)cc(OC)c1,3.3%
CSc1ccccc1NC(=O)CN(C)C(=O)Cc1c(F)cccc1Cl,13.6%
CCC(C)c1ccc(OCC(=O)Nc2ccc3c(c2)C(=O)NC3=O)cc1 (stereo not given),10.8%
CC1(C)CC(=O)C2=C(C1)OC(N)=C(C#N)C2c1cccc2ccccc12 (stereo not given),-25.2%
O=C(NC1CCCC1)N1CCC2(C1)C(=O)N(CCc1ccccc1)c1ccccc12 (stereo not given),29.7%&18.0%
CCCOc1ccc2c(=O)c(-c3cc(C(=O)OC)oc3C)c(C)oc2c1,-11.8%
CCOc1ccc(OCC)c(NC(=O)c2c(C)nn(-c3ccccc3)c2-n2cccc2)c1,?
COC(=O)c1ccc(NC(=O)c2c(NCc3ccc(C)o3)sc3c2CCCC3)cc1,?
Cc1c(C(=O)N(C)C)sc2c1c(=O)n(-c1ccc(Cl)c(Cl)c1)c(=O)n2CC(=O)Nc1cccc(C(F)(F)F)c1,-8.0%
Cc1ccc(-n2nc(C(=O)N3CCN(c4ccccc4F)CC3)c(=O)n(C)c2=O)cc1,-7.8%

# Part of the list above, as tab-separated lines.
structure	KDM5B inh
CCCOc1ccc2c(=O)c(-c3cc(C(=O)OC)oc3C)c(C)oc2c1	-11.8%
CCOc1ccc(OCC)c(NC(=O)c2c(C)nn(-c3ccccc3)c2-n2cccc2)c1	?

# Going on with the list:
SMILES,KDM5B inh
COc1ccc2cnn(CC(=O)N3CCN(c4ccccc4F)CC3)c(=O)c2c1OC,-8.0%
COc1ccccc1Nc1nc(-c2c[nH]c(C(=O)N3CCCC3)c2)cs1,-9.5%
CCOC(=O)c1c(-c2ccc(C)cc2)csc1NC(=O)c1cc(=O)c2cc(C)cc(C)c2o1,-29.0%
CCOC(=O)/C(C#N)=C/c1ccc(-c2ccccc2)o1,?
O=C(NCc1ccc2c(c1)CCN2C(=O)c1ccccc1)c1cc2ccccc2[nH]1,?
COc1ccc(-c2cnc3n[nH]c(-c4ccccc4C)c3n2)cn1,?
COc1cccc(CNC(=O)c2cccn2-c2nnc(N3CCCC3)s2)c1,?
Nc1nc(NCc2ccco2)nc(NC2CCCCC2)c1[N+](=O)[O-],7.0%
N#Cc1nc(Cc2ccccc2)oc1NCc1ccc(Cl)cc1,?
c1ccc(-c2n[nH]c(-c3ccccn3)n2)nc1,-5.7%
CC(O)CCn1ccc2[nH]c(=O)c(C#N)cc2c1=O (stereo not given),i
COc1cc2ncn(CCC(=O)N3CCSCC3)c(=O)c2cc1OC,14.6%
CCCn1c(=O)[nH]c(=O)c2cc(C(=O)Nc3ccc(C)c4ncccc34)cnc21,6.0%
CC1(c2ccc3c(c2)OCCO3)NC(=O)N(CC(=O)c2c[nH]c3ccccc23)C1=O (stereo not given),3.7%
NC(=O)C(Oc1ccc(F)cc1Cl)c1ccccc1 (stereo not given),22.3%
COCCn1c(Cn2nc3n(c2=O)CCCCC3)nnc1C1CC(N)C1 (stereo not given),84.9%[activator]
CCc1nc(-c2c3n(c(=O)n(CC(=O)Nc4ccc(C)c(F)c4)c2=O)CCCC3)no1,-18.5%
Cc1ccc(S(=O)(=O)C(C#N)c2nc3ccccc3nc2NC(C)C)cc1 (stereo not given),i
C#CC[N+](C)(C)CCN1C(=O)C2C3C=CC(C3)C2C1=O (stereo not given),19.3%
CS(=O)(=O)N(CC(=O)Nc1ccc(Br)cc1)c1ccccc1Br,?
c1ccc2c(c1)OCC(CCNc1ncncn1)O2 (stereo not given),5.3%
CCCC(=O)Nc1oc2c(C)cccc2c(=O)c1-c1ccc2c(c1)OCO2,21.3%
CCCc1noc(-c2cccn3c(CNC(=O)c4ccccc4C)nnc23)n1,12.6µM*
CN(C)CCCn1c(-c2cccc(OC(F)(F)C(F)F)c2)n[nH]c1=S,-29.5%
CCN(C(=O)Nc1cn(CC(C)C)c(=O)c2ccccc12)c1cc(C)ccc1C,?
O=C(c1ccc(Cl)s1)N1CCc2n[nH]c(=O)n2CC1,0.1%
Cc1ccc(C(=O)OCC(=O)N2CC(C)CC(C)C2)cc1S(=O)(=O)N1CCOCC1 (stereo not given),18.2%
Oc1ccccc1/C=N/[n+]1ccccc1,2.5%
CC(=O)Nc1ccc(C)cc1-c1nc2ccccc2n(Cc2cccc(Br)c2)c1=O,-20.1%
CC(=O)c1cccc(NC(=O)O[C@@H]2CO[C@H]3[C@@H]2OC[C@@H]3Nc2nccc(-c3ccccc3)n2)c1,-10.2%
Cc1cccc(C(=O)Nc2sc3c(c2C(=O)NCc2ccccc2)CCC3)c1,-7.1%
CCn1cc(CN(C)C(=O)C2N(C(C)C)C(=O)C23CCCC3)c(C)n1 (stereo not given),1.7%
Cc1ccc(Cn2nnc3c(=O)[nH]c(C4CCN(S(=O)(=O)c5ccccc5F)CC4)nc32)cc1,23.7%
